mIAP block – inhibitors of mouse IAP, primary screen, biochemical, luminescence, uHTS. AID 2806, 2010. intestinal alkaline phosphatase [Mus musculus]. purified mouse IAP, CDP-Star luminescence, 30 min. 0.2% of 330,000 active. inhibition, % at 10 µM;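 active means inhibition of at least 40% at 10 µM in the primary screen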;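 further: plate controls were DMSO with enzyme for no effect and no enzyme wells for full effect; values of inactives mirror those of a sister screen read the other way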
hIAP activ – human IAP activators, primary screen, biochemical, luminescence, uHTS; Intestinal-type alkaline phosphatase (Homo sapiens), P09923; purified human IAP, CDP-Star luminescence, 30 min; active compounds read high; 1 = vehicle-only enzyme, 0 = enzyme-free background; activation factor at 10 µM; 0.16% of 330,000 active;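 active means activation factor of the enzyme at least 2-fold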; further: the source names both 10 and 20 µM as test concentration; values of inactives mirror those of a sister screen read the other way
Target sequence (P09923 whole entry, looked up): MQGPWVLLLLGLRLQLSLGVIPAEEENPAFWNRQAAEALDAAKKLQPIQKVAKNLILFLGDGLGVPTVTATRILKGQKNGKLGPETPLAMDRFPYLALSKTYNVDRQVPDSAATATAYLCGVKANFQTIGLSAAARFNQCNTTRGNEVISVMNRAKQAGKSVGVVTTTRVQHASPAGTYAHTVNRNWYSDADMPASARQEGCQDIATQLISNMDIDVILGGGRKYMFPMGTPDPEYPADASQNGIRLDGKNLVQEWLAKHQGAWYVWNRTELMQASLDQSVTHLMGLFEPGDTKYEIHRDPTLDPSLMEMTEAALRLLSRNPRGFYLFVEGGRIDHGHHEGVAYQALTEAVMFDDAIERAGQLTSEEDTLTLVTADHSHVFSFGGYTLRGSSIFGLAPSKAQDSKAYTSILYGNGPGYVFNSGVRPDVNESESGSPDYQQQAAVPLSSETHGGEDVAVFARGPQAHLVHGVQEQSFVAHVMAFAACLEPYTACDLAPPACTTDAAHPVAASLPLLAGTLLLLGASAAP
APOBEC3G inh – APOBEC3G DNA deaminase inhibitors, primary screen, biochemical, fluorescence, single-stranded DNA substrate, uHTS. recombinant A3G, ssDNA deamination FAM/TAMRA fluorescence. inhibition, % at 20 µM. 0.28% of 330,000 active. DNA dC->dU-editing enzyme APOBEC-3G (Homo sapiens), Q9HC16. AID 493012, 2011;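 active means inhibition of at least 40% at 20 µM, with no more than 30% in the related APOBEC3A deaminase screen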;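 further: plate controls were DMSO wells with A3G for no effect and wells lacking A3G enzyme for full effect; some compounds called inactive have numbers as strong as hits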
mIAP act – activators of mouse IAP, primary screen, biochemical, luminescence, uHTS; intestinal alkaline phosphatase [Mus musculus]; muIAP, CDP-Star luminescence, 30 min; active compounds read high; 1 = vehicle-only enzyme signal, 0 = enzyme-free wells; activation factor at 10 µM; 0.24% of 330,000 active;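 active means activation factor of at least 2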; further: the source names both 10 and 20 µM as test concentration; values of inactives mirror those of a sister screen read the other way
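Assay system: mouse IAP enzyme; reagent: chemiluminescent substrate CDP-Star; dosing: test compounds delivered from DMSO solution; schedule: 30 min at room temperature; measured by: luminescence from enzymatic CDP-Star hydrolysis; controls: DMSO-only wells and no-enzyme negative control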
MIN6 prolif – inducers of MIN6 beta-cell proliferation, primary screen, ATP luminescence, uHTS; MIN6 cells proliferation, ATPlite luminescence, 48 h; cells starved in 0.2% serum; 100% = growth in 10% serum; proliferation, % at 10 µM; 0.29% of 330,000 active; AID 2380, 2010;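 active means compounds whose signal lies at least 3.5 SD above the mean of all wells on their plate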;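 further: 0% = DMSO-treated cells in low-serum medium and 100% = 10% serum control; some compounds called inactive have numbers as strong as hits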
hIAP block – human IAP inhibitors, primary screen, biochemical, luminescence, uHTS; inhibition, % at 10 µM; Intestinal-type alkaline phosphatase (Homo sapiens), P09923; 0.12% of 330,000 active; purified IAP, CDP-Star luminescence, 30 min;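 active means inhibition reaching a set limit with compound at 10 µM in the primary screen, cut at about 35% in these data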;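 further: plate controls were DMSO wells with enzyme for no effect and no-enzyme buffer wells for full effect; values of inactives mirror those of a sister screen read the other way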
ATG4B inhibitor – ATG4B protease inhibitors, primary screen, biochemical, fluorescence, uHTS. inhibition, % at 8.33 µM. ATG4B cleavage of LC3-PLA2, NBD-HPC fluorescence, 1 h. 0.51% of 340,000 active. Cysteine protease ATG4B (Homo sapiens), Q9Y4P1. AID 504462, 2011; in the data active means inhibition above about 40%
Target sequence (Q9Y4P1 whole entry, looked up): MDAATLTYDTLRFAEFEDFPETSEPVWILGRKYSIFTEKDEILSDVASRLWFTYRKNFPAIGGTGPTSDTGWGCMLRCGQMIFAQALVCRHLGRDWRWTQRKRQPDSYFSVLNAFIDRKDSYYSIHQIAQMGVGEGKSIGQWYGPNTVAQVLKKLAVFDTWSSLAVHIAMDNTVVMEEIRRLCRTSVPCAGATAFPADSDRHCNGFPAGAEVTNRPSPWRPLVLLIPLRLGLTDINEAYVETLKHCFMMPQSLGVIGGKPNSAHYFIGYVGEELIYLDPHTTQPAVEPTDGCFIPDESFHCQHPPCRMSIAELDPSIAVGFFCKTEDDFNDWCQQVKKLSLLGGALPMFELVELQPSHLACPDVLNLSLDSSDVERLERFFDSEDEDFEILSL
A3A deaminase – APOBEC3A ssDNA deaminase inhibitors, primary screen, selectivity assay for APOBEC3G inhibitor project, biochemical, FAM/TAMRA oligo cleavage fluorescence; DNA dC->dU-editing enzyme APOBEC-3A (Homo sapiens), P31941; recombinant A3A, FAM/TAMRA ssDNA deamination fluorescence; inhibition, % at 20 µM; 0.41% of 330,000 active; AID 493011, 2011;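 active means at least 40% inhibition at 20 µM here, with at most 30% in a related deaminase screen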;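 further: plate controls were A3A with DMSO for no effect and wells lacking A3A enzyme for full effect; some results filed as inactive read as strong as hits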
MPTP inh – mitochondrial permeability transition pore inhibitors, primary screen, biochemical, isolated mouse mitochondria, absorbance. Ca2+ swelling absorbance, 30 min. inhibition, % at 10 µM. 1.4% of 360,000 active. AID 602449, 2012;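 active means inhibition of 50% or more, scaled per plate between neutral and stimulator controls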;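 further: 0% = DMSO wells given calcium and 100% = 1 mM EGTA wells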
An asterisk follows results filed as active; nt = not tested or not shown.

mol	MPTP inh	hIAP activ	hIAP block	APOBEC3G inh	MIN6 prolif	ATG4B inhibitor	mIAP block	A3A deaminase	mIAP act
CCOc1ccc(CN2C(=O)c3ccccc3C2C(=O)NC(C)CC)cc1OC (centres undefined)	0.4	1.1	-7	-6	-2	-1	1	-2	0.99
CCN1CCN(CCn2c(=S)[nH]c3cc4c(cc3c2=O)OCO4)CC1	2.2	0.94	6	0	-2	8	-8	2	1.1
CCC(C)c1ccc(NC(=O)C2CCN(c3ncccn3)CC2)cc1 (centres undefined)	-0.5	1	-2	-5	-5	-1	-5	-4	1
CN1/C(=C\C(=O)c2ccco2)C(C)(C)c2ccccc21	2.6	0.97	3	1	-5	3	-2	-1	1
CCOCCSc1nc2c(c(=O)[nH]c(=O)n2C)n1CCCc1ccccc1	3.1	0.97	2	-3	-1	-2	2	-1	0.98
O=C(COC(=O)c1cc([N+](=O)[O-])ccc1N1CCCC1)Nc1ccccc1OC(F)F	-0.9	0.99	1	-5	1	12	9	0	0.91
Cn1c(=O)c2c(nc(NN=C3CCCCC3)n2C)n(C)c1=O	-0.1	0.97	3	-4	0	7	6	-2	0.94
CCC(CC)NC(=O)CON=C1c2ccccc2-c2ccccc21	2.7	0.93	7	-2	0	-15	10	-1	0.9
O=C(NC1(O)C(=O)c2ccccc2C1=O)c1ccc(C(F)(F)F)cc1	-1.2	0.93	7	9	2	5	1	3	0.99
CCN(c1ccccc1)S(=O)(=O)c1ccc(Cl)c(C(=O)OCC(=O)c2[nH]c(C)c(C(C)=O)c2C)c1	5.1	0.99	1	-10	0	-16	5	-4	0.95

Sorted by the number under hIAP activ (largest number first): 3 from the list above
| Compound | hIAP activ |
| --- | --- |
| CCC(C)c1ccc(NC(=O)C2CCN(c3ncccn3)CC2)cc1 (centres undefined) | 1 |
| Cn1c(=O)c2c(nc(NN=C3CCCCC3)n2C)n(C)c1=O | 0.97 |
| O=C(NC1(O)C(=O)c2ccccc2C1=O)c1ccc(C(F)(F)F)cc1 | 0.93 |

Going on with the list:
mol	MPTP inh	hIAP activ	hIAP block	APOBEC3G inh	MIN6 prolif	ATG4B inhibitor	mIAP block	A3A deaminase	mIAP act
COCCNC(=S)N1CCc2cc(OC)c(OC)cc2C1COc1ccc(F)cc1 (centres undefined)	0.6	0.92	8	-5	-2	-39	5	-3	0.95
COc1ccc(OC)c(-c2nc(C(=O)NCC3CCCO3)cc3c2[nH]c2ccccc23)c1 (centres undefined)	-2.4	1	0	8	0	-31	6	3	0.94
Cc1ccc(NC(=O)c2ccc(CN3CC(=O)N4CCCCC4C3=O)cc2)c(C)c1 (centres undefined)	0.5	0.98	2	-5	0	-11	-2	-2	1
CC12COC3(C(=O)Nc4ccc(F)cc4)CC1CCC32C (centres undefined)	1.3	1	-1	-4	-1	-3	2	1	0.98
COc1ccc(CNC(=O)C(C)N2C(=O)COc3ccc(C)cc32)c(OC)c1 (centres undefined)	1.2	1.1	-7	-9	-3	-4	3	0	0.97
COc1ccc(CCNC(=O)CCCn2ncn3c(cc4occc43)c2=O)c(OC)c1	2.3	1	-2	-4	2	2	2	-4	0.98
Cn1cnnc1SCCC(=O)Nc1ccc(Cl)cc1	0.1	0.92	8	-7	1	4	-5	0	1.1
O=C(Cn1nc(-c2ccc(Cl)cc2)c2ccccc2c1=O)NN1CCOCC1	-1.1	1.7	-65	-6	0	5	6	-2	0.94
CC/C(=N\NC(=O)c1c(-c2ccccc2)noc1C)c1ccc(C)o1	1.7	1.2	-17	-1	-2	5	8	-1	0.92
CC(C)C(NC(=O)c1ccc(Cl)cc1)C(=O)O (centres undefined)	-0.1	0.99	1	-3	1	-6	18	-1	0.82
O=C(c1ccccc1)N1CCN(Cc2cccc(Oc3ccccc3)c2)CC1	3.0	1.1	-9	-10	1	-5	-3	-2	1
COc1cc2c(cc1OC)CN(c1ccc([N+](=O)[O-])cc1Cl)CC2	0.9	0.74	26	-7	-6	-8	-2	1	1
Nc1nnc(Cc2ccc(Cl)cc2Cl)s1	0.4	1.1	-11	-4	-2	71*	0	0	1
CN(C)C(=O)c1ccc(NC(=O)COC(=O)c2cc3c(s2)CCCCC3)cc1	0.1	0.9	10	-3	0	-5	-11	36	1.1
COC(=O)CNC(=O)C(C)NC(=O)CNC(=O)OCc1ccccc1 (centres undefined)	-1.8	1.1	-8	1	-4	1	-5	2	1
CCOc1ccc(-c2c(C(=O)N/N=C/c3ccncc3)nnn2-c2nonc2N)cc1	-1.0	1.3	-26	-9	1	-3	2	-5	0.98
O=C1[C@H]2CCCC[C@H]2C(=O)N1CCCCN1CCN(c2nsc3ccccc23)CC1	-1.1	0.9	10	-6	1	-3	7	-2	0.93
CC(C)(C)NC(=S)Nc1ccc(Br)cc1	51*	0.92	8	-5	-2	2	-21	-1	1.2
O=C(CCC1CCCC1)N1CCN(C(=O)C2CC2)CC1	1.6	1	-3	-1	-2	-7	0	1	1
COC(=O)C1=C(C)N(C)C(=S)NC1c1c(OC)ccc2ccccc12 (centres undefined)	1.3	1.1	-7	-7	-3	0	4	-3	0.96
CCN1/C(=C/c2cccc[n+]2C)Sc2ccc(OC)cc21	-0.9	0.81	19	15	-5	-1	-1	53*	1
COc1ccc(/C=N/Nc2ccc(C(F)(F)F)cc2[N+](=O)[O-])cc1O	4.7	0.91	9	3	0	-5	15	2	0.85
Cc1ccc(CNC(=O)CN2CCC(C(N)=O)CC2)cc1	-0.2	1.1	-8	-2	-1	2	-3	-4	1
CC(C)(C)c1ccc(C(=O)NNC(=S)NC(=O)c2cccnc2)cc1	3.4	1.7	-69	3	0	-12	24	-5	0.76
O=C(NCc1ccco1)C1CCN(C(=O)Cc2ccccc2)CC1	-0.8	1	-2	-4	1	-3	-1	-2	1
O=C(N/N=C/c1cccc2ccccc12)c1ccc(CN2CCOCC2)cc1	-3.4	0.97	3	-9	0	-7	4	-5	0.96
O=C(CSc1nnc(NC(=O)c2ccco2)s1)Nc1ccc(F)cc1	-0.8	1	-4	-5	-4	-1	10	-2	0.9
CCN(CC1CCCO1)C(=O)c1cc(COc2cc(C)c(Cl)c(C)c2)on1 (centres undefined)	0.3	1.2	-16	-1	-3	20	5	3	0.95
COc1ccccc1N1CCN(C(CNS(=O)(=O)c2cccs2)c2cccnc2)CC1 (centres undefined)	-1.9	0.96	4	-14	0	-10	5	-4	0.95
C=CCNc1oc(-c2ccc(-c3ccccc3)cc2)nc1C#N	-0.3	1.5	-46	-8	-3	nt	1	-5	0.99
O=C(O)C[C@H]1c2cc(C(F)(F)F)ccc2S(=O)(=O)N1Cc1ccccc1	-0.2	0.91	9	-6	-2	0	4	-4	0.96
Nc1nncn1C(=O)c1cccs1	-0.8	1.1	-7	-3	-1	-3	-4	-2	1
COc1ccc(C(=O)NCCCNC(=O)c2cc3ccccc3[nH]2)cc1OC	-0.9	0.99	1	-8	-2	1	0	-3	1
O=C(Nc1cccc(F)c1)/C(=C/c1ccco1)NC(=O)c1ccco1	-0.7	0.86	14	1	-3	2	-5	5	1.1
C/C(Cc1ccccc1)=N\NC(=O)CNC(=O)c1ccc(Cl)cc1Cl	3.5	1.3	-28	-4	0	-9	5	0	0.95
COc1cc(C(=O)Nc2nnc(C)s2)cc(OC)c1OC	0.3	0.9	10	-4	-1	-4	-3	-3	1
O=C(O)c1[nH]c2ccccc2c1NS(=O)(=O)c1ccc(F)cc1	-0.1	1.3	-26	-6	-2	-8	8	-3	0.92
CCCCC(=O)NCCNc1nc2c(c(=O)n(C)c(=O)n2C)n1Cc1ccccc1	-0.1	1	-2	-6	-3	-16	-2	-3	1
CCOC(=O)CSc1nc2ccc(Nc3nc(N4CCOCC4)nc(N4CCOCC4)n3)cc2s1	1.5	1.1	-6	0	-6	-2	0	1	1
CC12CCC(C(=O)N(CCCN3CCN(Cc4ccccc4)CC3)C1=O)C2(C)C (centres undefined)	1.9	0.88	12	-1	-1	-9	1	1	0.99
CC1=C(C)CC(C(=O)NCc2ccccn2)C(C(=O)O)C1 (centres undefined)	0.6	1.1	-6	-2	-3	-2	-1	1	1
O=C(COc1ccccc1)N=C1SC2CS(=O)(=O)CC2N1CCc1ccccc1 (centres undefined)	-1.7	0.97	3	-2	1	-14	8	0	0.92
CCOC(=O)c1ccc(Nc2ccc([N+](=O)[O-])cn2)cc1	-1.5	0.86	14	-4	-1	-2	3	-1	0.97
CN(C)c1cccc(C(=O)NCc2ccc3c(c2)OCO3)c1	0.6	1.1	-10	-4	-1	-6	0	1	1
CSc1cc(C)nc(N(C)C(C)=O)n1	-2.2	1.1	-6	-8	-2	1	3	-6	0.97
CC(C)Oc1ccc(C(=O)NC2CCS(=O)(=O)C2)cc1 (centres undefined)	0.4	1	-3	-3	2	-11	-5	7	1.1
CCOC(=O)C(C)N1N=C(/C=C/c2ccc(C)cc2)CCC1=O (centres undefined)	6.4	1	-3	-9	0	-1	-9	-2	1.1
O=C(NC(=S)Nc1ccc(CN2CCOCC2)cc1)c1cccc(F)c1	-1.3	1	0	-1	-3	-10	1	7	0.99
